CFTR F508del cor: CFTR F508del correction in bronchial cells; CFBE cells, YFP halide quenching; stimulated with forskolin plus potentiator P3; % fluorescence drop versus neutral controls; activity (quench increase), % at 7.58 µM; actives 0.36% (n = 350,000); AID 720511;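 active = mean added fluorescence quench of at least 8% versus neutral control, with both replicates also reaching 8%; inconclusive = only one of the mean or replicate conditions met; inactive = mean below 8% and not both replicates reaching 8%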;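 note: cells transiently co-express mutant CFTR-F508del with the halide-sensitive YFP; corrector assay measuring rescue of mutant channel to the surface after 24 h compound exposure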
PGC1a acetyl inh: PGC1a acetylation modulation, inhibitor mode; U2OS PGC1a acetylation, AlphaScreen anti-acetyl-lysine; with virally co-expressed GCN5 acetyltransferase; inhibition, % at 15.6 µM; actives 0.17% (n = 350,000); AID 651687;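 active = every replicate shows inhibition of at least 40%; inconclusive = mean inhibition at least 40% but some replicate below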;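 note: 0% = neutral control wells and 100% = positive control wells; some results beyond the cut were filed as inactive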
PglD DTNB: blocks C. jejuni PglD acetyltransferase activity; purified PglD enzyme, DTNB colorimetric CoA detection; inhibition, % at 12.5 µM; actives 0.098% (n = 360,000); AID 602405; in the data active = inhibition above about 16%, passing the limit was not always enough; inconclusive = no clear call, values can overlap the other calls; note: strong numbers were not always called active
miR122 inh: blocks miR-122 activity in Huh7 sensor cells; activation (reporter increase), % at 12.5 µM; AID 602342; Huh7 miR-122 Renilla luciferase sensor, 48 h; neutral wells = 0, positive control = 100; actives 0.3% (n = 340,000);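 active = mean replicate activation score at least 90 and every replicate individually at or above 90; inconclusive = only one of the two criteria met; inactive = neither criterion met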;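 note: higher luciferase means less miR-122 activity so hits act as miR-122 inhibitors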
FN deposit inh: fibronectin deposition inhibition; inhibition, % at 12.6 µM; actives 0.086% (n = 350,000); AH1F fibroblasts, Alexa488-fibronectin deposition fluorescence, overnight; AID 743247;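 active = mean inhibition across replicates of 30% or more, regardless of how many single replicates reach that level; inconclusive = mean under 30% yet at least half of replicates reach 30%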;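 note: positive control wells lacked labelled fibronectin entirely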
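Material: AH1F fibroblast monolayer depositing Alexa488-labelled fibronectin into matrix / Amount: 10000 AH1F cells per well / Signal: fluorescence 485/525 nm / Medium: DMEM, 2% serum / Compound: single dose, pinned / Incubation: 1 h cell adhesion before compound, then overnight fibronectin incubation / Reagent: Alexa488-FN, 24 nM final / Read-out: inhibition of fibronectin deposition signal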
Statin myotox sup: suppressors of simvastatin-induced myotoxicity in C2C12 myotubes | AID 602340 | rescue of ATP level, % at 7.49 µM | actives 0.78% (n = 330,000) | ATP luminescence, 48 h; scaled: DMSO 0, geranylgeraniol control 100;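 active = mean ATP rescue above about 67%, or every replicate alone reaching that limit, limit read from the data, passing the limit was not always enough; inconclusive = no clear call, values can overlap the other calls; inactive = mean under the limit and some replicate under it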;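 note: myotubes were challenged with 10 µM simvastatin during compound exposure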
Cneo AK release: causes C. neoformans cell lysis; adenylate kinase release luminescence, 4 h; normalised: neutral wells 0, clomiphene wells 100; lysis activity, % at 15 µM; actives 0.2% (n = 360,000);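 active = mean lysis activity across replicates of at least 80%, whatever share of replicates individually reach that level; inactive = mean lysis activity below 80%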
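Schedule: static 4 h at 37 °C with compound, 1 h detection; system: C. neoformans cells; benchmarks: Clomiphene as positive control; buffer or medium: fresh YPD medium; measure: luminescence rise reflecting yeast cell lysis; measured by: luminescent adenylate kinase detection reagent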
INS-1E GSIS act: GLuc luminescence reporter in INS-1E cells, primary screen for activators of glucose-dependent secretion of insulin. INS-1E GLuc reporter insulin secretion, 2-3 h. activation, % at 16.6 µM. actives 0.61% (n = 370,000). AID 743287;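 active = lowest replicate activation of at least 40%, so every replicate reaches that level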;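 note: 0% = median of neutral control wells and 100% = median of IBMX positive control wells; some compounds called inactive have numbers as strong as hits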
Active calls of the source: *; ? = inconclusive; . = no result given; & = joins results of further samples; [ ] = remark or other dose.

Every second line gives: CFTR F508del cor	PGC1a acetyl inh	PglD DTNB	miR122 inh	FN deposit inh	Statin myotox sup	Cneo AK release	INS-1E GSIS act
- COc1ccc(-n2nc(C(=O)NCC(=O)NC3CCCCC3)c3ccccc3c2=O)c(OC)c1
  -2.8	1	1	-3	2	4	-1	16
- CCOC(=O)[C@H]1[C@H]2COc3cc(OC)ccc3[C@@H]2N2C(=O)CN(C)C(=O)[C@@]12C
  -3.6	.	2	-3	7	7	1	6
- NC(=O)Cc1nc2scc(-c3ccccc3)c2c(=O)[nH]1
  4.2	-4	-1	2	9	.	6	5
- Cn1c(=O)c2c(SCC(=O)N3CCOCC3)nc(-c3ccccc3F)nc2n(C)c1=O
  2.5	-4	0	.	9	-11	1	3
- Cc1cccc(OCC(=O)NC(=S)N2CCCc3ccccc32)c1
  3.5	.	.	1	.	-2	.	2
- COCC(C)OC(=O)C(C#N)c1nc2ccccc2nc1N1CCN(Cc2ccccc2)CC1 (stereo not drawn)
  .	-7	-10	-1	.	21	-2	.
- CC(=O)Nc1nc(SCC(=O)NCc2ccc(F)cc2)[nH]c(=O)c1NC(=O)c1cccs1
  3.0	.	-6	-17	-3	11	-1	8
- COc1ccc(CN(C)C[C@@H]2OCCCC[C@H](C)Oc3ccc(NS(=O)(=O)c4ccc(F)cc4)cc3C(=O)N([C@@H](C)CO)C[C@H]2C)cc1
  5.3	-5	0	-6[16.7 µM]	1	.	-1	-18
- Cc1cc(OCC(=O)NCCc2ccc(S(N)(=O)=O)cc2)c2c(C)c(C)c(=O)oc2c1
  4.7	19	5	-2	6	0	1	2
- CCOC(=O)c1cc(C)nnc1C(=O)OCC
  -0.1	-5	-1	1	-1	-7	-2	10
- Cc1c(CCOC(=O)c2cc([N+](=O)[O-])cc([N+](=O)[O-])c2)sc[n+]1CC(=O)c1ccccc1
  0.6	.	4	-5	4	10	0	-5
- O=C(NCCc1ccccc1)c1c[nH]c2ccccc2c1=O
  -0.2	5	2	22	2	3	-1	4
- CCC1(c2ccc(F)cc2)NC(=O)N(CC(=O)Nc2cc(C)on2)C1=O (stereo not drawn)
  -0.6	3	-1	-3	2	16	0	6
- CCOC(=O)N1CCC(N2CC34C=CC(O3)C(C(=O)Nc3ccc(F)cc3)C4C2=O)CC1 (stereo not drawn)
  .	.	-2	-2	.	14	1	.
- Cc1ccc(-c2nc(NCc3ccc(F)cc3)n(S(C)(=O)=O)n2)cc1
  -1.4	8	.	13	-5	.	.	13
- COc1ccc(OC)c(Cc2nnc(CCC(=O)NCc3nc4ccccc4s3)o2)c1
  0.9	-3	-1	2	0	2	1	-4
- CCOC(=O)c1cccc(NC(=O)c2c(NCc3ccccc3)[nH]c(=O)[nH]c2=O)c1
  -2.0	-2	2	-8	8	0	-1	15
- CO[C@H](CN(C)S(=O)(=O)c1ccc(Cl)cc1)[C@H](C)CN(Cc1ccccc1Cl)[C@@H](C)CO
  -1.0	-21	5	.	-6	-11	-1	-33
- CNC[C@H]1Oc2ccc(NS(=O)(=O)c3ccc(Cl)cc3)cc2C(=O)N([C@@H](C)CO)C[C@H]1C
  2.9	5	-1	-2[16.7 µM]	.	10	10	-4
- CC1(C)CC(NC(=O)CC(c2ccccc2)c2ccccc2)CC(C)(C)N1
  .	-7	-7	-7	2	-6	0	.

Three entries picked at random from those above, as already listed:
Every second line gives: CFTR F508del cor	PGC1a acetyl inh	PglD DTNB	miR122 inh	FN deposit inh	Statin myotox sup	Cneo AK release	INS-1E GSIS act
- NC(=O)Cc1nc2scc(-c3ccccc3)c2c(=O)[nH]1
  4.2	-4	-1	2	9	.	6	5
- COc1ccc(CN(C)C[C@@H]2OCCCC[C@H](C)Oc3ccc(NS(=O)(=O)c4ccc(F)cc4)cc3C(=O)N([C@@H](C)CO)C[C@H]2C)cc1
  5.3	-5	0	-6[16.7 µM]	1	.	-1	-18
- CO[C@H](CN(C)S(=O)(=O)c1ccc(Cl)cc1)[C@H](C)CN(Cc1ccccc1Cl)[C@@H](C)CO
  -1.0	-21	5	.	-6	-11	-1	-33

Remaining list, next part:
molecule	CFTR F508del cor	PGC1a acetyl inh	PglD DTNB	miR122 inh	FN deposit inh	Statin myotox sup	Cneo AK release	INS-1E GSIS act
c1ccc2nc(N3CCOCC3)c(N3CCCC3)nc2c1	-1.2	.	-1	13	1	3	1	16
O=C(/C=C/c1ccccc1)NCCS(=O)(=O)N1CCN(c2ccccc2F)CC1	0.9	.	4	.	-6	3	2	0
CCOCc1c(C(=O)NCc2ccccc2CN2CCCC2)oc2ccccc12	1.7	6	-1	1	-2	1	0	.
C[C@@H]1CN([C@@H](C)CO)C(=O)CCCn2nncc2CO[C@@H]1CN(C)S(=O)(=O)c1cccs1	2.0&0.3	4&1	-2&-2	-1	2&5	5&13	-1&3	-5&-2
CN(C)c1cc[n+](CC(=O)Nc2cccc([N+](=O)[O-])c2)cc1	3.4	.	-5	.	-3	17	0	17
CO[C@H]1CN(C)C(=O)c2ccc(NC(=O)c3nc4ccccc4s3)cc2OC[C@H](C)N(Cc2cccnc2)C[C@@H]1C	-2.2	5	.	.	-2	.	.	-11
O=C(C[C@H]1CC[C@@H]2NC[C@@H](O)COC[C@H]2O1)Nc1ccccc1	0.8	-7	-1	4[16.7 µM]	0	10	-2	-4
CC(=O)c1ccc(OCC(=O)NCC2(N3CCCCC3)CCCCC2)cc1	-1.8	10	.	1	0	-2	.	-9
Cc1cc(S(=O)(=O)N2CCC3(CC2)OCCN3S(=O)(=O)c2cccs2)ccc1F	-1.5	-10	-3	29	-5	-3	-1	4
COc1ccc(-c2nnc(SCC(=O)N3CCOCC3)o2)cc1	.	1	.	3	.	-3	-6	.
COc1cccc(CNC(=O)CCC2CCCN(C(=O)c3ccc(C)nc3)C2)c1 (stereo not drawn)	-2.6	-7	-1	3	.	4	-1	7
COCCNC(=O)c1ccc(NC(=O)C2(c3ccccc3)CCCC2)cc1	0.2	6	1	7	5	0	-9	5
C[C@H]1CN([C@@H](C)CO)C(=O)c2cc(NS(=O)(=O)c3ccc(Cl)cc3)ccc2O[C@H]1CN(C)Cc1ccc(Oc2ccccc2)cc1	1.1	0	7	-9[16.7 µM]	.	?	6	-5
CN1CCN(CC(O)COC(c2ccc(Cl)cc2)c2ccc(Cl)cc2)CC1 (stereo not drawn)	-1.6	-8	8	-22	-6	-18	2	-19
NC(=O)c1ccsc1NC(=O)COC(=O)COc1ccc(C=O)cc1	-3.6	3	5	-3	-2	5	2	-12
CCOc1ccccc1N(CC(=O)Nc1ccc(S(=O)(=O)N2CCOCC2)cc1)S(=O)(=O)c1ccccc1	.	-10	8	3	.	6	16	.
Cc1ccc(NC(=O)c2ccc3[nH]c(=O)c(=O)[nH]c3c2)nc1	0.0	-1	1	3	-1	4	1	15
O=C(c1ccccc1)c1c[nH]c(C(=O)C(Cl)(Cl)Cl)c1	5.2	-4	.	-5	12	21	.	-10
COc1ccc(C)cc1-n1nnnc1SCn1nnc2ccccc2c1=O	.	2	-2	3	-9	-33	-3	-39
O=C(COc1ccc(F)cc1)N(CC1=CCS(=O)(=O)C1)c1ccccc1	.	-7	2	-7	.	.	1	.
C[C@H](CO)N1C[C@H](C)[C@H](CN(C)CC2CC2)OCCCC[C@H](C)Oc2ccc(NC(=O)Nc3ccc(F)cc3)cc2C1=O	-0.8	-8	.	32[16.7 µM]	4	14	.	-3
CC(C)(C)c1ccc(OCC(=O)N/N=C/c2cc(Br)ccc2OC(=O)c2ccco2)cc1	.	11	-12	-6	.	135*	0	.
COC(=O)C[C@@H]1CC[C@H]2[C@H](COc3ccc(NS(=O)(=O)c4ccc(C)cc4)cc3C(=O)N2C)O1	4.9	-12	-3	5[16.7 µM]	0	10	1	4
O=c1c2[nH]c3ccc(F)cc3c2ncn1C1CCCCC1	.	-18	7	15	.	-3	0	.
Cc1ccc(S(=O)(=O)N(C)C[C@@H]2Oc3ccc(NC(=O)Nc4ccc5c(c4)OCO5)cc3C(=O)N([C@@H](C)CO)C[C@H]2C)cc1	-1.8	-23	-1	-4[16.7 µM]	.	-17	56	-33
CC(=NCc1ccco1)C1=C(O)c2ccccc2C1=O	.	.	-3	2	-1	1	5	.
O=C(c1ccccc1F)N1C[C@H]2[C@@H](c3ccccc31)[C@@H](CO)N2Cc1ccc2c(c1)OCO2	-1.4	-17	-2	12[16.7 µM]	2	1	-2	1
Cn1c(=O)c2cc(NC(=O)CCc3cccc(Cl)c3)ccc2n1Cc1cccc(C(F)(F)F)c1	-4.2	.	-2	-1	-7	3	1	-9
COc1ccc(NC(=S)N(CCCN2CCCC2)Cc2ccco2)cc1	0.9	-4	.	.	-3	.	.	-5
COc1ccc(NC(=O)C2CCN(S(C)(=O)=O)CC2)cc1OC	-2.9	.	-1	.	5	-9	2	11
CC(C)c1ccc(C(=O)NNC(=O)c2ccncc2)cc1	1.8	.	2	-1	7	17	-1	9
COc1cccc(-c2cc(C(=O)N3CCOCC3)no2)c1	1.3	.	7	-1	7	-5	6	6
COC(=O)C1=C(C)N(C(C)C)C(=O)C1(NC(=O)C1CCCCC1)C(F)(F)F (stereo not drawn)	-0.1	0	0	13	.	-17	0	5
COC1CCCN(C(=O)c2ccc3oc(Cc4ccc(Cl)cc4)nc3c2)C1 (stereo not drawn)	-1.1	3	-1	-2	.	2	-43	-15
Cn1c(=O)c2cc(S(=O)(=O)N3CCOCC3)ccc2n(C)c1=O	.	4	.	4	.	-11	-1	.
NC(=O)CSc1nnc2ccc(-c3ccc(F)cc3)nn12	4.4	0	-3	5	-11	-25	6	0
COc1ccc(Cn2c(=S)[nH]c3cc(OC)c(OC)cc3c2=O)cc1	0.6	-11	1	-3	5	-14	2	5
COCC(=O)Nc1ccc2c(c1)[C@@H]1C[C@H](CC(=O)NCCc3ccccc3)O[C@@H](CO)[C@@H]1O2	-1.7	-10	-1	0[16.7 µM]	-9	-3	-3	7
CCCCn1c(N)c(N(CCOC)C(=O)c2ccc3c(c2)C(=O)N(c2ccccc2Cl)C3=O)c(=O)[nH]c1=O	-2.2	6	-5	-2	9	7	3	20
COc1ccc(CN(C)C[C@@H]2OCCCC[C@@H](C)Oc3ccc(NC(=O)Nc4ccccc4)cc3C(=O)N([C@H](C)CO)C[C@@H]2C)cc1	-0.9	7	-3	11[16.7 µM]	6	.	9	-13
